# Bioassay records (PubChem BioAssay)
# Abeta rescue = A-beta toxicity reversal in yeast; yeast expressing A-beta42, growth rescue, OD600, 48 h; response scale: 0% DMSO, 100% iron-clioquinol control; Potency, µM (doses to about 46.1 µM), without a hit: top-dose growth rescue, hits mostly activators; actives 0.063% (n = 410,000); further: potency means the concentration at half of the fitted maximal effect; nearly all actives have a fitted effect of over 55% in size
#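 Yeast growth medium received pinned compounds, then yeast cells expressing toxic A-beta were added; plates incubated at 30 C for 48 hr. Growth read as absorbance at 600 nm, normalized to DMSO and equimolar FeCl3 plus clioquinol controls.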
# aSyn rescue = inhibitors of alpha-synuclein toxicity in yeast; Yeast expressing alpha-synuclein, growth rescue, BacTiter-Glo, 24 h; Potency, µM (titrated, usually from 46.1 µM), without a hit: at the highest dose growth rescue (activation), most hits filed as activators; actives 0.14% (n = 370,000); AID 652106; further: potency means the concentration at half of the fitted maximal effect; % of control where 0% means no effect; nearly all actives have a fitted effect of over 65% in size
#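 Galactose-induced alpha-syn yeast (OD600=0.02, raffinose-pregrown) + pinned cpd, 24 hr, 30 deg C; growth by BacTiter-Glo luminescence. Growth restoration scores as activation.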
# TDP-43 yeast inh = rescues yeast growth from TDP-43 toxicity; actives 1.8% (n = 410,000); TDP-43 expressing yeast growth rescue, BacTiter-Glo, 24 h; Potency, µM (highest dose often 46.1 µM), for the others: at the highest dose growth rescue (activation), actives largely listed as activators; further: potency means the concentration at half of the fitted maximal effect; % of control where 0% means no effect; nearly all actives have a fitted effect of over 50% in size
#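 Yeast expressing TDP-43 (pregrown in raffinose, seeded at OD600=0.02 in galactose medium) exposed to compounds 24 hr at 30 deg C. Growth read by BacTiter-Glo luminescence; rescue of toxicity appears as increased signal.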
# EPAC2 antag = blocks human EPAC2 exchange factor; Q8WZA2; EPAC2 GEF exchange of Rap1B-BODIPY-GDP, fluorescence; Potency, µM (titrated, usually from 114 µM), without a hit: at the highest dose activity, negative = inhibition, actives largely listed as inhibitors; actives 0.18% (n = 360,000); AID 720708; further: potency means the concentration at half of the fitted maximal effect; on the % scale 0 is the no-effect control and ±100 the full control effect; nearly all actives have a fitted effect of over 45% in size; many of its hits are not listed in these tables
# FUS suppressor = FUS proteinopathy suppression in yeast; S. cerevisiae FUS-expressing, growth rescue, OD600, 24 h; Potency, µM (titrated, usually from 76.6 µM), inactives show at the highest dose growth rescue (activation), actives largely listed as activators; actives 0.24% (n = 390,000); AID 1347120;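 further: potency means the concentration at half of the fitted maximal effect; plate controls were DMSO vehicle for no effect and reference control for full effect; nearly all actives have a fitted effect of over 55% in size; some results filed as inactive show a strong effect at the top dose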
#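 Read-out: OD at 600 nm after 24hr at 30C, reporting rescue of FUS-induced yeast toxicity. Cells at OD 0.005 in galactose (2%) minimal medium; compounds tested in a dilution series; CP55940 titration from 92uM final as control.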
# D3 antag = antagonists of human D3 dopamine receptor. actives 2.5% (n = 360,000). max response, negative = inhibition, %. AID 652054. D3R cells, DiscoveRx beta-arrestin luminescence, antagonist mode; stronger effect = lower value; in the data active means max response below about -50%; inconclusive means no clear call, values can overlap the other calls; further: on the % scale 0 is the no-effect control and ±100 the full control effect; mostly tested at two doses, the higher about 12 µM
# Target sequence (P35462 whole entry, looked up): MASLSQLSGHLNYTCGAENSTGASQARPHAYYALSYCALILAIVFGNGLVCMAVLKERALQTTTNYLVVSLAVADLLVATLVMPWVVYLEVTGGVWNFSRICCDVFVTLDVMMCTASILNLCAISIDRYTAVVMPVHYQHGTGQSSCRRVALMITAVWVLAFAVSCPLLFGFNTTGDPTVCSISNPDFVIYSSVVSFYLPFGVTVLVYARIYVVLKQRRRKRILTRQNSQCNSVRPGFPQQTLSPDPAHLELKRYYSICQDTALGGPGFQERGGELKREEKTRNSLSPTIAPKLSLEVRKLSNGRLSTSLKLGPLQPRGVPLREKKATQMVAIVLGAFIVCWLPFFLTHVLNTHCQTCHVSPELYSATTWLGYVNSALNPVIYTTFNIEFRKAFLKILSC
#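 Cells plated overnight at 1500 cells/well, then exposed to library compounds with dopamine controls for 90 minutes at 37 degrees C. DiscoveRx reagent added for 30–60 minutes at room temperature; luminescence read, quantitative HTS format.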
# DRD3 agonist = D3 dopamine receptor (human) agonism; P35462; max activation, %; actives 0.58% (n = 410,000); D3R DiscoveRx beta-arrestin cells, luminescence, 90 min; AID 652048; in the data active means max activation above about 30%; further: 0% is about no effect; mostly tested at two doses, the higher about 12 µM
#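 Agonist mode: compounds and dopamine controls were applied to plated cells for 90 min at 37 degrees C after an overnight attachment at 1500 cells/well. Luminescent read-out followed 30 - 60 minutes at room temperature with DiscoveRx detection reagent.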
# EPAC2 ag = EPAC2 (human) agonism. Q8WZA2. EPAC2 activation, biochemical qHTS; response scale: 100% = 6.5 mM cAMP response. Potency, µM (doses to about 154 µM), for inactives: top-dose activation, most hits filed as activators. actives 0.079% (n = 360,000). AID 720711; further: potency means the concentration at half of the fitted maximal effect; nearly all actives have a fitted effect of over 50% in size
#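 EPAC2 (100 nM) mixed with Rap1B loaded with BODIPY-GDP (250 nM) plus 50 uM unlabeled GDP; compounds pinned in, 5 min RT, then read every 5 min for 30 min (ex 480, em 540 nm). Normalized to cAMP control.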
# An asterisk follows results filed as active; ? = inconclusive; . = not tested or not shown; [ ] = remark or other dose. Unless noted, the call rests on the fitted dose curve; in most records, active means well fitted curve in the direction sought with a large enough effect; inconclusive means small, poorly fitted or top-dose-only effect, or another doubt; inactive means no such curve, though single readings can be large; an effect the other way counts as inactive or inconclusive. This is a subset; rates above refer to the full screens.
1	CC(=O)c1cccc(NC(=O)c2ccc(N(Cc3ccccc3C)S(C)(=O)=O)cc2)c1
2	CCOC(=O)N1CCN(C(=O)c2ccccc2NC(=O)c2ccc(OC)cc2)CC1
3	CCOC(=O)CC1=Nc2ccccc2NC(=O)C1
4	COc1ccccc1CNC(=O)CCNC(=O)Cn1cnc2ccccc2c1=O
5	COCCNC(=O)c1cc(-c2ccccc2)n(Cc2cc(C)no2)n1
6	COc1ccc(OC)c(NC(=O)COC(=O)c2n[nH]c3ccccc23)c1
7	O=c1ccc2cc3ccoc3cc2o1
8	O=C([O-])c1ccccc1-[n+]1c(-c2ccccc2)cc(-c2ccccc2)cc1-c1ccccc1
9	c1ccc(Cc2c[nH]c3ccccc23)cc1
10	CCCc1nn(C)c(C(=O)Nc2cccc(Cl)c2)c1Cl

entry no.,1,2,3,4,5,6,7,8,9,10
Abeta rescue,-22.7%,-3.4%,-1.8%,3.3%,3.4%,3.6%,-3.0%,-14.2%,25.9%,14.9%
aSyn rescue,-3.1%,0.0%,-4.3%,2.3%,0.3%,0.9%,22.0%,-1.1%,-2.1%,0.3%
TDP-43 yeast inh,6.7%,-17.6%,0.0%,-0.6%,17.8%,?,0.0%,-24.9%,0.0%,?
EPAC2 antag,-6.7%,11.8%,10.3%,6.1%,3.4%,-27.8%,-2.1%,-6.9%,-0.8%,14.5%
FUS suppressor,-3.2%,20.9%,0.1%,13.3%,-30.7%,31.6%,-26.1%,-5.8%,-1.9%,.
D3 antag,1.7,-15.1,29.5,1.4,6.2,19.2,1.2,-24.7,12.1,21.4
DRD3 agonist,-2.0,-10.7,-1.9,0.2,0.5,12.5,-5.1,-10.7,2.1,4.9
EPAC2 ag,-12.0%,3.2%,-12.3%,-7.7%,5.5%,5.3%,-3.9%,3.8%,10.0%,-11.7%

11	CC(CCc1ccccc1)NC(=O)C1CCN(c2nnc(-n3cccc3)s2)CC1 (stereo not given)
12	COc1ccc(NC(=O)Cn2c(=O)oc3cc(S(=O)(=O)N4CCCCC4C)ccc32)cc1 (stereo not given)
13	CCC(Sc1nc2cc3c(cc2c(=O)n1Cc1ccco1)OCO3)C(=O)NCCOC (stereo not given)
14	CC(C)C(C)NC(=O)CN1C(=O)NC2(CCc3ccccc3C2)C1=O (stereo not given)
15	O=C(CCCCCNC(=O)c1ccccc1Cl)N/N=C/c1ccco1
16	Cc1ccccc1-n1c(Cn2c(=O)sc3ccccc32)nnc1SCC(N)=O
17	O=C(Nc1ccc(OCc2ccccc2)cc1)Nc1nnc([C@@H]2C[C@H](O)[C@@H](CO)O2)s1
18	CC(=O)c1c(C)[nH]c(C(=O)COC(=O)c2ccc(Cl)nc2)c1C
19	Cc1ccc(-c2nnc(-c3cccc(Br)c3)o2)cc1
20	Cn1c(C(=O)NC2CCCCC2)cc2c(=O)n3ccccc3nc21

entry no.,11,12,13,14,15,16,17,18,19,20
Abeta rescue,3.7%,-5.4%,-12.8%,-5.4%,-6.5%,-5.7%,-15.5%,-2.0%,-10.1%,0.8%
aSyn rescue,4.1%,.,.,-0.9%,1.2%,-6.4%,-10.9%,1.1%,-5.8%,-8.9%
TDP-43 yeast inh,20.3%,11.3%,-10.7%,-10.3%,3.7%,24.1%,12.5%,18.5%,-10.2%,9.6%
EPAC2 antag,23.7%,.,1.9%,-7.3%,-5.6%,5.6%,9.5%,11.7%,15.2%,-9.7%
FUS suppressor,-13.2%,18.6%,13.1%,-6.0%,16.3%,-10.9%,20.8%,-4.5%,3.4%,-10.3%
D3 antag,0.4,.,-1.6,-3.9,5.2,-23.4,7.1,28.6,18.5,28.4
DRD3 agonist,-4.6,6.2,-7.7,0.9,1.4,-1.7,1.5,10.9,-4.4,0.2
EPAC2 ag,-8.8%,.,-6.0%,11.3%,2.5%,5.7%,5.9%,0.0%,-5.0%,-0.3%

# Profiles, looked up by structure. Order of screens: Abeta rescue, aSyn rescue, TDP-43 yeast inh, EPAC2 antag, FUS suppressor, D3 antag, DRD3 agonist, EPAC2 ag
# Results for `O=c1ccc2cc3ccoc3cc2o1` = -3.0%, 22.0%, 0.0%, -2.1%, -26.1%, 1.2, -5.1, -3.9%
# Results for `CCC(Sc1nc2cc3c(cc2c(=O)n1Cc1ccco1)OCO3)C(=O)NCCOC` (stereo not given) = -12.8%, ., -10.7%, 1.9%, 13.1%, -1.6, -7.7, -6.0%

# Next compounds follow.
21	CCOc1ccccc1CN1CCC(N2CCOCC2)CC1
22	Cc1c(S(=O)(=O)NC2CCCCC2)c(=O)n(C)c(=O)n1C
23	CC(C)(C)OC(=O)NCC1CCC(C(=O)NC[C@H](CC(=O)O)c2ccc(Cl)cc2)CC1 (stereo not given in full)
24	COc1cccc(N2CCN(C(=O)Cn3ncc4c5ccccc5n(C)c4c3=O)CC2)c1
25	CCOc1cc(/C=C2\C(=O)ON=C2C)ccc1OCc1ccccc1
26	CC(=O)Nc1ccc(NC(=O)C(C)OC(=O)/C=C/c2cnc3ccccc3n2)cc1 (stereo not given)
27	CCOc1ccc(C(=O)NCCc2sc(-c3ccc(OC)c(OC)c3)nc2C)cc1
28	O=C(O)C1CCN(C(=O)Cc2ccccc2)CC1
29	COC(=O)c1cccc(NC(=O)NC(=O)c2ccccc2Cl)c1
30	CC(C)C(c1nnnn1C(C)(C)C)N1CCC(Cc2ccccc2)CC1 (stereo not given)

entry no.,21,22,23,24,25,26,27,28,29,30
Abeta rescue,-20.8%,-0.4%,-2.1%,3.1%,5.7%,13.2%,-12.9%,-3.7%,-2.4%,13.6%
aSyn rescue,-3.4%,-0.7%,0.1%,.,-13.2%,-2.0%,-15.4%,3.7%,-2.8%,5.1%
TDP-43 yeast inh,-3.2%,-2.4%,-19.5%,?,?,-17.0%,15.8µM*,21.6%[9.22 µM],0.4%,-1.8%
EPAC2 antag,13.4%,-6.9%,-12.5%,.,-4.2%,-0.3%,.,9.2%,7.9%,-2.6%
FUS suppressor,-22.1%,-14.9%,18.1%,-17.4%,-3.1%,-7.7%,22.8%,-2.9%,15.3%,-2.0%
D3 antag,-5.1,5.2,?,.,-0.2,-12.0,.,8.8,11.3,1.1
DRD3 agonist,-5.0,1.2,-13.3,10.8,-0.4,-3.8,16.1,3.0,3.6,-13.0
EPAC2 ag,12.1%,4.0%,-1.7%,.,9.5%,-0.9%,.,-1.9%,2.7%,6.8%

31	CCC(CC)C(=O)N1N=C(c2ccc(NS(C)(=O)=O)cc2)CC1c1ccccc1 (stereo not given)
32	CCN(CC(=O)Nc1cc(S(=O)(=O)N2CCCCC2)ccc1Cl)Cc1ccccc1
33	Cc1cccc(C)c1NC(=O)CNc1ccccc1
34	CC(=O)Nc1ccc(NC(=O)Nc2ccc3c(c2)N(C)C(=O)CS3)cc1
35	CCOc1ccc2nc(SCC(=O)NC3CC3)sc2c1
36	CC(NC(=O)C(=O)c1cn(CC(=O)N2CCCC2)c2ccccc12)c1ccccc1 (stereo not given)
37	Cc1noc(C)c1S(=O)(=O)N1CCCC(C(=O)Nc2ccc(Cl)cn2)C1 (stereo not given)
38	Cc1ccc(NC(=O)COC(=O)C2COc3ccccc3O2)cc1S(=O)(=O)N1CCOCC1 (stereo not given)
39	N#CC1=C(N)Oc2cc(O)c(Cl)cc2C1c1ccccc1F (stereo not given)
40	O=C1CCNCCN1[C@H](CO)c1ccccc1

entry no.,31,32,33,34,35,36,37,38,39,40
Abeta rescue,17.9%,17.8%,-8.0%,-6.3%,-13.2%,7.3%,-15.0%,14.2%,4.1%,-5.3%
aSyn rescue,6.6%,-0.3%,-1.8%,0.7%,-0.2%,-12.9%,-4.0%,0.7%,-1.4%,-6.9%
TDP-43 yeast inh,20.3%,13.6%,7.4%,19.3%,?,13.1%,-6.1%,-8.9%,3.3%,6.0%
EPAC2 antag,?,8.8%,10.8%[57.1 µM],-2.4%,-0.9%,21.2%,3.3%,-23.3%,?,8.4%
FUS suppressor,22.5%,-2.8%,31.1%,18.7%,4.6%,14.8%,1.3%,.,-10.2%,-17.1%
D3 antag,-1.8,-6.9,3.3,17.3,-0.8,-5.4,4.0,1.1,54.7,18.4
DRD3 agonist,1.3,-10.9,1.0,5.1,-2.0,-2.1,2.4,-2.8,2.2,12.3
EPAC2 ag,16.3%,12.8%,-2.2%,-0.7%,5.1%,12.0%,0.3%,17.4%,7.3%,4.7%

41	Cc1ccc(-c2csc3nnc(SCc4csc(C)n4)n23)cc1
42	CN(C)CC(c1ccccc1)c1ccccc1
43	COc1cccc(/C=C/C(=O)OCC(=O)Nc2ccc3c(c2)OCO3)c1
44	CCn1cc(C(C)NC(=O)Nc2ccccc2C(=O)OC)c(C)n1 (stereo not given)
45	COC(=O)C[C@H]1C[C@H]2c3cc(NC(=O)Nc4ccc(F)cc4)ccc3O[C@H]2[C@@H](CO)O1
46	CCOc1cc(CNn2nnnc2N)cc(Cl)c1OCC(=O)NC(C)(C)C

entry no.,41,42,43,44,45,46
Abeta rescue,10.5%,-4.9%,-1.4%,-17.0%,1.4%,-14.8%
aSyn rescue,3.3%,-5.9%,-1.0%,11.4%,-3.7%,-4.9%
TDP-43 yeast inh,-4.2%,-2.0%,17.5%,-21.3%,14.7%,-10.7%
EPAC2 antag,5.7%,5.2%,3.8%,8.4%,-3.3%,16.6%[57.1 µM]
FUS suppressor,26.3%,-12.1%,-6.2%,-6.7%,17.0%,28.8%
D3 antag,13.4,7.5,1.7,3.0,-8.6,12.9
DRD3 agonist,-6.7,13.5,1.5,2.6,-6.9,3.7
EPAC2 ag,2.5%,3.8%,20.7%,-6.0%,14.5%,6.3%

# Structural class, the entries above containing an NH in an aromatic ring (three)
6	COc1ccc(OC)c(NC(=O)COC(=O)c2n[nH]c3ccccc23)c1
9	c1ccc(Cc2c[nH]c3ccccc23)cc1
18	CC(=O)c1c(C)[nH]c(C(=O)COC(=O)c2ccc(Cl)nc2)c1C

entry no.,6,9,18
Abeta rescue,3.6%,25.9%,-2.0%
aSyn rescue,0.9%,-2.1%,1.1%
TDP-43 yeast inh,?,0.0%,18.5%
EPAC2 antag,-27.8%,-0.8%,11.7%
FUS suppressor,31.6%,-1.9%,-4.5%
D3 antag,19.2,12.1,28.6
DRD3 agonist,12.5,2.1,10.9
EPAC2 ag,5.3%,10.0%,0.0%
